Screening data deposited in PubChem by National Center for Advancing Translational Sciences (NCATS).
ALDH1A1 block = blocks purified human ALDH1A1 activity | Potency, µM (series often up to 75.3 µM), without a hit: top-dose activity, negative = inhibition, hits mostly inhibitors | Purified ALDH1A1, NADH fluorescence, propionaldehyde substrate | 220,000 compounds, 7.3% hits | P00352; active = well fitted inhibition curve with a large enough effect, not every such curve was filed as active; inconclusive = small, poorly fitted or top-dose-only effect, or another doubt; inactive = no such curve, though single readings can be large or run the other way;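 also: plate controls were no enzyme wells and a reference inhibitor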
Target sequence (P00352 whole entry, looked up): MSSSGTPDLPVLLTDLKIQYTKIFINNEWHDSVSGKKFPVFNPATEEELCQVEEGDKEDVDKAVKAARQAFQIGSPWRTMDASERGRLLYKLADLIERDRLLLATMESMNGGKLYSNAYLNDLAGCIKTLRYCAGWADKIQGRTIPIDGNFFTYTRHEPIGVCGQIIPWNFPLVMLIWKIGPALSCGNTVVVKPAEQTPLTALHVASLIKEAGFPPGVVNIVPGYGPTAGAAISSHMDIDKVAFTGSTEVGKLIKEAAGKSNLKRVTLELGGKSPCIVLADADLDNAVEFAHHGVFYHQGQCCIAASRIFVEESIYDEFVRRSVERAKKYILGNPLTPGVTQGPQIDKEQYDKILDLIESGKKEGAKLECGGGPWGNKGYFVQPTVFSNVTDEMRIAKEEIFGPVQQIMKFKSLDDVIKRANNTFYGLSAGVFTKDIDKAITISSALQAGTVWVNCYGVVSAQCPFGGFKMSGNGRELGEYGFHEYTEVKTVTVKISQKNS
TRb SRC2 PPI = inhibitors of human thyroid hormone receptor beta-SRC2 interaction; P10828; 280,000 compounds, 0.065% hits; Potency, µM (top dose mostly 106 µM), inactives show at the top dose activity change, negative = inhibition, most hits filed as inhibitors; AID 1469; TRbeta-SRC2 peptide binding, fluorescence polarization; receptor liganded with 1 µM T3;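 also: plate controls were bound peptide for no effect and peptide without receptor for full effect; nearly all actives have a fitted effect of over 50% in size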
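Human TRb LBD (0.6 uM) plus Texas Red-labeled SRC2 peptide (20 nM), 1uM T3, 5% DMSO, 5 hr at ambient temperature. Decreased polarization (555/632 nm) flags inhibition; data normalized to free and bound peptide controls.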
GoLoco inh red = inhibitors of human Gai1-RGS12 GoLoco interaction (red fluorophore); Gai1:RGS12 GoLoco peptide FP, rhodamine, 10 min; 230,000 compounds, 0.44% hits; P63096; AID 880; Potency, µM (doses to about 61.6 µM), without a hit: top-dose activity, negative = inhibition, hits mostly inhibitors; active = well fitted inhibition curve with a large enough effect, not every such curve was filed as active; inactive = no such curve, though single readings can be large or run the other way; also: % is scaled to controls: 0 for no effect and ±100 for the full control effect; nearly all actives have a fitted effect of over 30% in size; many of its hits are not listed in these tables
TexasRed fluor = Texas Red fluorescence interference in TRb-SRC2 counter-screen | TRb/SRC2 Texas Red total fluorescence interference | Potency, µM (doses to about 106 µM), for the others: at the highest dose fluorescence change, negative = quenching | 280,000 compounds, 0.29% hits | AID 1479; active = well fitted curve in either direction with a large enough effect; inconclusive = small, poorly fitted or top-dose-only effect; also: % is scaled to controls: 0 for no effect and ±100 for the full control effect
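Human TRb ligand-binding domain at 0.6 uM with 20 nM Texas Red SRC2 peptide in Tris buffer containing 1 uM T3 and 5% DMSO, incubated with compound 5 h at ambient temperature. Total fluorescence (555/632 nm) calculated as parallel + 2 × perpendicular.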
SMN2 splice up = increases expression of the SMN2 splice variant. Potency, µM (top dose mostly 46.1 µM), for inactives: at the top dose activity change, positive = activation, actives largely listed as activators. HEK293 SMN2-luciferase splicing reporter, luminescence, 30-36 h. 210,000 compounds, 2.8% hits; also: % of control where 0% means no effect; nearly all actives have a fitted effect of over 55% in size
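HEK293 cells carry an SMN2 […]–luciferase reporter in which exon 7 inclusion puts luciferase in frame. Cells were plated 10-12 h before compound addition, then incubated 30-36 h at 37C. ONE-Glo luminescence was read; sodium butyrate at 4.5 mM final served as control.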
JMJD2E inh = inhibitors of human JMJD2E histone demethylase; Potency, µM (titrated, usually from 57.1 µM), inactives show at the top dose activity change, negative = inhibition, most hits filed as inhibitors; 230,000 compounds, 1.6% hits; AID 2147; B2RXH2; JMJD2E catalytic domain, FDH-coupled NADH fluorescence (FDH is formaldehyde dehydrogenase); active = well fitted inhibition curve with a large enough effect, not every such curve was filed as active; inconclusive = small, poorly fitted or top-dose-only effect, or another doubt; inactive = no such curve, though single readings can be large or run the other way;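 also: 0% = wells with enzyme and -100% = buffer wells without enzyme; nearly all actives have a fitted effect of over 50% in size; many of its hits are not listed in these tables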
Target sequence (B2RXH2 1-337 limits assumed): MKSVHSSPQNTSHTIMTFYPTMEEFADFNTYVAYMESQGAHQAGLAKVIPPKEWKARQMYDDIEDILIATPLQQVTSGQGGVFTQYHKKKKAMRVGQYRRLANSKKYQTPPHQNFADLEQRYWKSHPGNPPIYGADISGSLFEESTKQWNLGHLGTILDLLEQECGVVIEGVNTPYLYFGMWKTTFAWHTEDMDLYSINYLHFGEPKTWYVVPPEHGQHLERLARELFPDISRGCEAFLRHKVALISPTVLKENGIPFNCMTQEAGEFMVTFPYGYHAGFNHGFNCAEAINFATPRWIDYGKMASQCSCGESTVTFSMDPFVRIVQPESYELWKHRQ
LMNA splice mod = LMNA splicing modulation. HeLa LMNA splicing GFP/RFP minigene ratio, 48 h. Potency, µM (titrated, usually from 46.1 µM), for the others: top-dose ratio change, negative = inhibition, hits mostly inhibitors. 200,000 compounds, 0.01% hits; active = well fitted inhibition curve with a large enough effect in the signal ratio, with a control signal flat, not every such curve was filed as active; inconclusive = small, poorly fitted or top-dose-only effect, or effect the other way, or a change in a side signal; the % refers to the signal ratio; also: % is scaled to controls: 0 for no effect and ±100 for the full control effect
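Read-out is the ratio of GFP to DsRed2 object intensity, acquired by 488 nm laser-scanning cytometry on HeLa lamin A-EGFP minigene reporter cells. Compound incubation 48 hrs at 37 °C in Opti-MEM with 2% FBS; DMSO 0.5% final.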
RECQ1 helicase = RECQ1 (human) helicase inhibition; RECQ1 DNA unwinding, red fluorescence kinetic read; Potency, µM (highest dose often 57.3 µM), for the others: top-dose activity, negative = inhibition, most hits filed as inhibitors; 240,000 compounds, 0.54% hits; AID 2549;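 also: plate controls were vehicle for no effect and no enzyme for full effect; nearly all actives have a fitted effect of over 30% in size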
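50 nM RECQ1T1 preincubated 15 min with compound in Tris pH 8.0 buffer with MgCl2, DTT, Tween-20 and 2.5 ug/ml poly(dI-dC); started with 200 nM TAMRA/BHQ-2 forked duplex and 2 mM ATP. Unwinding read as fluorescence (525/598 nm), two reads 2 h apart.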
Active calls of the source: *; i = inactive; ? = inconclusive; . = not tested or not shown; & = joins results of further samples; [ ] = dose if it differs, or a comment. Unless noted, calls follow the shape of the dose curve; as a rule, active = well fitted curve in the direction sought with a large enough effect; inconclusive = small, poorly fitted or top-dose-only effect, or another doubt; inactive = no such curve, though single readings can be large; an effect the other way counts as inactive or inconclusive. Potency is read from the fitted curve at half-maximal effect.

SMILES	ALDH1A1 block	TRb SRC2 PPI	GoLoco inh red	TexasRed fluor	SMN2 splice up	JMJD2E inh	LMNA splice mod	RECQ1 helicase
CN(C)/C=N/NC(=O)c1ccccc1Cl	.	-1%	9%	1%	.	3%	.	i
COc1ccc(NC(=O)c2ccc(S(=O)(=O)C(F)F)cc2)c(OC)c1	-14%	-7%	4%	-3%	9%	2%	.	i
CCN(c1ccccc1)S(=O)(=O)c1ccc(NC(=S)NC(=O)c2cccs2)cc1	6.3µM*	-19%	14%	3%	-32%[inhibitor]	-4%	17%	-10%
Cc1ccc(-c2c3c(=O)n(C)c(=O)n(C)c3cn2Cc2ccccn2)cc1	?	-9%	13%	2%	17%	?	0%	-8%
CCOc1nc(NCCc2ccc(OC)c(OC)c2)nc(N2CCN(c3ccc(OC)cc3)CC2)n1	2%	0%	7%	0%	-2%	5%	13%	4%
COCCCNC1CS(=O)(=O)CC1O (stereo not given)	.	-1%	8%	-3%	.	2%	.	5%
Cc1ccc(-n2c(Cc3ccccc3)n[nH]c2=S)cc1	-8%	-4%	2%	-3%	-2%	5%	13%	-3%
Cc1cc(C)c(NC(=O)c2c[nH]c(=S)n2-c2ccc(F)cc2)c(C)c1	-4%	-1%	-2%	1%	11%	-11%	-4%[46 µM]	i
CCn1cc(C(=O)N2CCN(c3ccccc3F)CC2)c(=O)c2ccc(C)nc21	3%	0%	3%	-3%	.	2%	.	i
CCOC(=O)c1ccc(Nc2c(OCC)c(=O)c2=O)cc1	.	-8%	5%	-3%	.	-14%	.	-12%
Cc1ccc(-c2nn3c(C)nnc3s2)cc1NC(=O)c1ccco1	?	10%	6%	-5%	.	11%	.	-8%
Cc1ccc(NC(=O)C2CCN(C(=O)c3ccccc3C)CC2)cc1	0%	0%[53 µM]	-2%	-1%[53 µM]	-5%	-2%	-2%	-8%
C=CCOn1c(=O)c(-c2ccccc2)[n+]([O-])c2ccccc21	?	-1%	5%	-1%	-37%[inhibitor]	20µM*	.	-1%
CCc1n[nH]c(=O)n1Cn1c(CC)n[nH]c1=O	-2%	0%	-12%	-2%	0%	2%	8%	-18%
Nc1cccc2c1C(=O)N(C(=O)c1ccc(S(=O)(=O)N3CCCCCC3)cc1)C2=O	?	0%	-2%	0%	-10%	-19%	8%	-13%
CC(C)(C)N=C1NN=C(c2cc3ccccc3o2)CS1	22µM*	-4%	.	-1%	.	?	?	-4%
O=C(NC1C(=O)NNC1c1ccccc1)c1ccc(F)cc1 (stereo not given)	6%	-3%	0%	-6%	-2%	-28%	12%	i
CCOC(=O)c1c(C)[nH]c(C(=O)COC(=O)C2=NNC(=O)CC2)c1C	2%	-6%	7%	-1%	0%	12%	4%[46 µM]	i
CCOc1ccc(C(Nc2ccc(C)cc2)P2(=O)OCCCO2)cc1 (stereo not given)	-4%	-7%	6%	-3%	11%	-1%	0%	-11%
O=C(N1CCCC1)C(F)(F)Oc1ccc(F)cc1	8%	-2%	5%	-1%	-3%	-5%	?	3%
Cc1oc2c(O)c(O)ccc2c(=O)c1-c1ccccc1	.	-6%	-17%	-3%	.	13µM*	?	10µM*
Cc1cc(C)nc(NC(=O)c2ccc(Cl)c([N+](=O)[O-])c2)n1	.	-1%	18%	-3%	.	-2%	.	-7%
COc1nc(OCC#N)nc(N2CCCCC2)n1	-1%	-8%	-1%	0%	-23%	6%	?	i
O=C(Nc1cccc(S(=O)(=O)c2cccc(NC(=O)C3CC3)c2)c1)C1CC1	8%	-10%	2%	-1%	-65%[inhibitor]	2%	?	-5%
C=C1C(=O)O[C@@H]2[C@H]1[C@@H](OC(=O)/C(C)=C/C)C/C(C)=C\C(=O)/C=C(\C)[C@@H]2O	.	-8%	-2%	0%	.	-4%	.	-7%
Continued.
SMILES	ALDH1A1 block	TRb SRC2 PPI	GoLoco inh red	TexasRed fluor	SMN2 splice up	JMJD2E inh	LMNA splice mod	RECQ1 helicase
COC(=O)c1ccsc1NC(=O)C1=COCCO1	?	1%	9%	-6%	-26%	-3%	4%	-5%
CCOC(=O)c1csc(-n2nc(C)cc2C(F)(F)F)n1	-11%	3%	2%	0%	19%	-2%	.	-1%
CC(C)NC(=O)c1cnc(N2CCN(c3ccccn3)CC2)c2ccccc12	32µM*	-5%	0%	-4%	-35%[inhibitor]	-6%	?	-10%
O=C(C[n+]1ccccc1)N1CCCc2ccccc21	3%	2%	9%	1%	.	-1%	3%[46 µM]	-8%
S=C(Nc1ccc(Cl)c(Cl)c1)NC1CCN(Cc2ccccc2)CC1	-16%	-5%	-3%	-5%	-41%[inhibitor]	-10%	?	8%
CC1(C)CC(CCNS(=O)(=O)c2ccccc2)(c2ccccc2)CCO1 (stereo not given)	2%	-4%	-3%	-2%	-14%	5%	-8%	-18%
COc1cc(OC)cc(N(C(=O)c2ccco2)C(C(=O)NC2CCCC2)c2ccc(N(C)C)cc2)c1 (stereo not given)	?	0%	-11%	-1%	-13%	6%	6%	i
Cc1[nH]c2ccccc2c1/C=N/NC(=S)NCc1ccccc1	2%	6%	9%	-6%	-16%	-6%	14%[46 µM]	i
Cc1ccc(/C=C/C(=O)N2CCN(S(=O)(=O)c3cccs3)CC2)o1	.	3%	-18%	-2%	.	-18%	.	-6%
Cc1nn(-c2ccccc2)c(Cl)c1/C=N/NC(=O)c1ccc(CNc2ccccc2)o1	-10%	-3%	-1%	0%	?	-14%	-5%	-9%
Cc1nnc(SCC(=O)Nc2ccccc2N2CCOCC2)s1	-5%	-1%	15%	-3%	-22%	-4%	-9%	-5%
COC(=O)[C@H](Cc1ccccc1)NC(=O)Nc1ccc(S(N)(=O)=O)cc1	10%	2%	0%	3%	-19%	8%	7%	9%
CCSC(=O)N(CC)CC(=O)Nc1c(CC)cccc1CC	7%	-2%	0%	2%	12%	7%	14%	12%
CC(=O)Nc1ccc(S(=O)(=O)NC2(C(F)(F)F)N=C(c3ccccc3)NC2=O)cc1 (stereo not given)	0%	3%	-5%	2%	4%	-4%	-10%	-1%
CCCCOc1ccc(-c2nc(SCC(N)=O)n[nH]2)cc1	-1%	-2%	8%	-5%	10%	7%	3%	?
CCC(C(=O)O/N=C(\N)c1ccc(C)cc1)c1ccccc1 (stereo not given)	3%	-4%	-4%	-2%	-7%	8%	15%	i
COC(=O)c1ccc(CC(=O)c2ccc(O)cc2O)o1	?	7%	52%[activator]	3%	-29%	?	16%	-11%
CC1CC(C)(C)OC(C[N+]2(C)CCCCC2)O1 (stereo not given)	.	-1%	7%	1%	.	-2%	.	-1%
CC(=O)OC(COc1ccccc1)Cn1cnc2cc(C)c(C)cc21 (stereo not given)	-8%	1%&-2%	-3%	?	-22%&-11%	7%	.	-11%
CCOc1ccc(OCC)c(NC(=O)CN2CCN(c3cccc(C)c3)C(C)C2)c1 (stereo not given)	?	-5%	1%	-3%	-53%[inhibitor]	?	?	1%
CCOC(=O)CNC(=O)c1ccc(OCC(F)(F)F)cc1	11%	-6%	7%	-4%	13µM*	10%	15%[9.22 µM]	-7%
COc1ccc(C2CC(=O)Oc3c2c(=O)n(C)c2ccccc32)c(OC)c1OC (stereo not given)	-1%	3%&1%	0%	4%&-20%	-2%	-3%	.	6%
O=C1C2C3C=CC(C3)C2C(=O)N1c1ccc2ccccc2n1 (stereo not given)	-5%	14%	2%	0%	-1%	7%	-1%	0%
CSc1nsc2nc(=O)c(/C=C3\C(C)=Nc4ccc(C)cc43)c(N)n12	?	9%	33%[activator]	-7%	-47%[inhibitor]	9%	.	-5%
COc1ccccc1NC(NC(=O)c1ccccn1)C(Cl)(Cl)Cl (stereo not given)	2%	-3%	1%	-2%	21%	-6%	-8%	-1%
(continued)
SMILES	ALDH1A1 block	TRb SRC2 PPI	GoLoco inh red	TexasRed fluor	SMN2 splice up	JMJD2E inh	LMNA splice mod	RECQ1 helicase
COc1ccc(NC(=S)/N=C(\N)Nc2nc(C)c3ccc(C)cc3n2)cc1	?	-5%	15%	-4%	-15%	2%	.	i
CCC(=O)N(Cc1cc2ccccc2[nH]c1=O)C(C)C	?	-10%	-6%	-4%	-34%[inhibitor]	?	-16%	-3%
CCc1c(C)nc2c(-c3ccccc3)c(C)nn2c1Nc1ccc(NC(C)=O)cc1	.	4%	11%	-5%	.	?	.	-27%
C/C(=N\Nc1ccccc1)c1cc2ccccc2oc1=O	-10%	1%	2%	-2%	.	7%	.	2%
COc1ccc(CC(=O)NCCc2ccc(S(N)(=O)=O)cc2)cc1	24%	-6%	6%	2%	7%	-2%	1%	-1%
NC(=S)N/N=C/c1ccc(-c2ccc(Cl)c(Cl)c2)o1	?	-1%	34%[activator]	-2%	4%	-4%	27%	-14%
COc1cccc(NC(=O)CCSc2nnc3scc(-c4ccccc4)n23)c1	-5%	-7%	67%[activator]	-3%	-29%	3%	-3%	6%
Cc1n[nH]c(=O)n1-c1ccc(C(C)C)cc1	9%	-5%	-1%	-3%	3%	17%	.	-12%
CCOc1ccc(-n2c([S-])c(C(=O)Nc3ccc(S(=O)(=O)N4CCOCC4)cc3)[n+]3cc(C(N)=O)ccc23)cc1	.	-2%	17%	-5%	.	?	.	1%
CC1CCc2onc(C(=O)O)c2C1 (stereo not given)	8%	6%	3%	1%	.	9%	1%[46 µM]	-6%
CC(C)CCN1C(=O)c2ccc(C(=O)Nc3cccc(S(N)(=O)=O)c3)cc2C1=O	?	0%	-14%	-2%	-22%	-1%	?	-6%
CCC1Sc2ccccc2N(CC(=O)NCCC2=CCCCC2)C1=O (stereo not given)	?	-22%	-12%	1%	-5%	-12%	-8%	18%
COc1ccc(C(C)=O)cc1COC(=O)CNC(=O)c1ccc(F)cc1	?	-9%	-12%	0%	-6%	2%	3%	9%
O=C(C(Cc1ccccc1)NS(=O)(=O)c1cccc2cccnc12)N1CCc2ccccc21 (stereo not given)	-6%	-2%	-9%	0%	3%	2%	5%	-5%

Not all compounds are listed. The share of hits here may be higher or lower than overall.
